High-throughput results: PubChem, several laboratories
PERK inh – inhibitors of human PERK kinase; Q9NZJ5; CHO PERK-DD fusion, SEAP luminescence translation reporter; inhibition, % at 5.6 µM; 220,000 tested, 0.17% active; AID 1416;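 active means inhibition above the mean inhibition of all tested compounds plus 3 SD, set separately per screening campaign, cut at about 2.9% in these data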;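 further: PERK kinase domain activated by AP20187 dimerizer at 100 nM; 0% = DMSO with dimerizer and 100% = rapamycin at 8.4 µM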
Target sequence (Q9NZJ5 whole entry, looked up, the tested form may be a part): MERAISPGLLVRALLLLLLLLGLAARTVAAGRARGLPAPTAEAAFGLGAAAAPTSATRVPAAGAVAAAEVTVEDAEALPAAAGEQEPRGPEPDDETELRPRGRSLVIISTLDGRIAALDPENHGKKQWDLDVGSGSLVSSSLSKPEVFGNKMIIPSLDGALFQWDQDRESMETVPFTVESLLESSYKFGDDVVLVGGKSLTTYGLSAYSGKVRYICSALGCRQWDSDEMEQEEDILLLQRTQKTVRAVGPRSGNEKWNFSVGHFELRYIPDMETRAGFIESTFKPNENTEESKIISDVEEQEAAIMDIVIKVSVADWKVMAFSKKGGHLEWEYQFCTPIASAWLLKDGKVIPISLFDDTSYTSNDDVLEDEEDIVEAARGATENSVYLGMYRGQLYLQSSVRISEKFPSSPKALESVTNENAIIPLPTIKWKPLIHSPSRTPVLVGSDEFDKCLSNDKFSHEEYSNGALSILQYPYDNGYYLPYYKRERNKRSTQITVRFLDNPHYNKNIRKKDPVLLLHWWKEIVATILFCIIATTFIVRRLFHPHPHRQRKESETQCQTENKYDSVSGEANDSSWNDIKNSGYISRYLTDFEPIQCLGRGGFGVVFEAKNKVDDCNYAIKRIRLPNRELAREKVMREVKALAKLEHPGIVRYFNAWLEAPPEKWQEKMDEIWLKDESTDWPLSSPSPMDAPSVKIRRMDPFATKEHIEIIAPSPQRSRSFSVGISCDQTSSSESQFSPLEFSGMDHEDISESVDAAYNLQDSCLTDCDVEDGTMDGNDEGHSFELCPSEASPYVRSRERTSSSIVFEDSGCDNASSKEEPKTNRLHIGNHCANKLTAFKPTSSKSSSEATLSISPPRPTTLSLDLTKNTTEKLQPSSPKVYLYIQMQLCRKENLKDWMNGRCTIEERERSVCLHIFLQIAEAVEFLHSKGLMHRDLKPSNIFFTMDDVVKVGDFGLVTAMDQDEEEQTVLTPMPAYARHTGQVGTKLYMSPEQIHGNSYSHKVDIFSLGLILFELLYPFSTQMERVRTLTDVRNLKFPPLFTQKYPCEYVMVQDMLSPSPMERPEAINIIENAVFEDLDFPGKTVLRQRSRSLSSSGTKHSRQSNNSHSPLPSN
EBV gp42 block – blocks Epstein-Barr virus glycoprotein 42 binding | Q1HVG2 | 220,000 tested, 0.42% active | Fluorescence polarization binding assay, mP read-out | inhibition, % (tested at 21.74 µM); in the data active means inhibition above about 50%
Cl transport mod – modulators of human KCC2 chloride dependent transport; KCC2 cells, thallium flux FluoZin-2 fluorescence; B-score of Tl+ flux slope (higher = more flux/activation; lower = inhibition) at 10 µM; 190,000 tested, 2.2% active; AID 1456;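 active means thallium flux slope and its plate-corrected score both differing from the plate sample mean at a set confidence after two filtering rounds, in either direction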;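 further: slope of fluorescence scaled to starting intensity during 10 to 20 s after thallium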
MDM2 E3 inh – blocks human Mdm2 ubiquitin ligase activity; signal enhancement, % at 5 µM; AID 1230; Q00987; 210,000 tested, 0.11% active; cell-based MDM2 ubiquitination luciferase reporter, 2 h; 0 = plate control, 100 = twice control, blank-subtracted;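 active means signal enhancement of 30% or more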;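 further: luminescence tracks abundance of the self-degrading MDM2-luciferase fusion protein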
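system = mammalian cells stably expressing self-ubiquitinating, self-degrading MDM2 E3–luciferase fusion | quantity = 2000 cells per well seeded | incubation = 4 h cell settling then 2 h compound exposure, 37 °C | signal = SteadyLite luminescence, 15 min reagent step | benchmarks = plate control and blank wells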
m-calpain inh – blocks pig calpain II enzyme activity; purified calpain II, fluorogenic peptide substrate, 30 min; inhibition, % at 16 µM; 220,000 tested, 0.37% active; AID 1236;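 active means inhibition above about 50%, limit read from the data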
zVAD death inh – L929 zVAD cell death inhibition | L929 zVAD necroptosis rescue, ATP luminescence, 24 h; with zVAD 60 µM | viability rescue, % at 10 µM | 220,000 tested, 0.38% active;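 active means activation, scaled between plate controls, above about 75%, limit read from the data; inactive means activation under that limit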;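 further: 0% = zVAD with DMSO and 100% = DMSO alone without zVAD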
eIF4E-4G inh – eIF4E/eIF4G interaction inhibition in translation initiation. TR-FRET eIF4E-eIF4GI(517-606) binding, 2 h. inhibition, % at 21.7 µM. 220,000 tested, 0.37% active. P63073+Q04637;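 active means inhibition above about 30%, limit read from the data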;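 further: 0% = full FRET control wells and 100% = background wells lacking eIF4GI fragment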
Rad51 HR inh – Rad51 (human) homologous recombination inhibition; inhibition, % at 10 µM; Q06609; AID 1385; 200,000 tested, 0.085% active; hRad51 DNA strand exchange, fluorescence dequenching;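 active means inhibition above 40% at the single screening dose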;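 further: 0% = DMSO control wells and 100% = blanks with heterologous ssDNA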
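System: hRad51 filaments on single-stranded DNA; reagent: Fluorescein- and BHQ1-tagged 47-mer duplex; compound dosing: one concentration, 10 µM final; timing: filaments 15 min 37 °C, then compound 30 min; measured by: fluorescein emission 520 nm, excitation 485 nm; benchmarks: per-plate controls and blanks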
TNF necrop inh – inhibitors of TNF-alpha induced necroptosis in Jurkat FADD-/- cells; Jurkat FADD-/- TNF necroptosis rescue, ATP luminescence, 24 h; 0 = TNF only, 100 = no-TNF cells; activation (protection from cell death), % at 10 µM; 220,000 tested, 0.068% active;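 active means activation, meaning protection from cell death, of at least 50% relative to plate controls; inactive means activation below 50%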;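 further: necroptosis triggered by 40 ng/mL TNF-alpha added together with compound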
The depositor's hits bear a star; i = inactive; . = no result given; [ ] = dose if it differs, or a comment.

# | structure | eIF4E-4G inh | TNF necrop inh | PERK inh | m-calpain inh | Cl transport mod
1 | Cc1nn(Cc2c(F)c(F)c(F)c(F)c2F)c(C)c1NC(=O)c1cccc(COc2ccc(Cl)cc2)c1 | 6 | -11 | -0.5 | 1 | 0.65
2 | Cc1ccc(SC[C@H](Cc2ccccc2)N2CCN(C)CCC2=O)cc1 | 1 | 0.9 | . | 7 | -1.4
3 | Cc1cc2cc3c(cc2nc1SCc1ccc(C(=O)O)cc1)OCCO3 | 2 | 2.2 | 1.2 | 21 | -4.2*
4 | O=C(CCNC(=O)c1ccccc1)OCC(=O)c1cccc(Cl)c1 | 3 | -0.1 | -0.7 | 12 | -1.1
5 | CCc1ccc(C(C(=O)NCCOC)N(C(=O)Cn2nnc3ccccc32)c2cccnc2)cc1 (configuration not stated) | 2 | -0.1 | 0.4 | -15 | 0.064
6 | O=C(NCc1cccnc1)C(=O)NCC1OCCCN1S(=O)(=O)c1ccc(Cl)cc1 (configuration not stated) | -2 | 0.1 | -0.1 | -29 | 0.3
7 | COC(=O)c1cccc(NC(=S)N2CCOCC2)c1 | -1 | -0.8 | 0.8 | 9 | 0.008
8 | c1ccc2c(N3CCCC3)nc(-c3ccncc3)nc2c1 | -3 | -8.3 | -0.5 | -2 | 0.47
9 | CCN(CC)c1ccc(NC(=O)CC2Oc3ccccc3NC2=O)c(C)c1 (configuration not stated) | -3 | -3.4 | 0.6 | -14 | .
10 | C=CCn1c(N)c(C(=O)OCC)sc1=S | -3 | 0.3 | 0.3 | -4 | 0.19
11 | CCc1c(O)nc(SCC(=O)Nc2nc3ccccc3s2)n(C2CCCCC2)c1=O | -4 | 5.1 | 0.6 | -8 | -3.2
12 | CCOc1c2ccc(C(=O)NCCc3cccs3)cc2nn1CC | 4 | 0.2 | 0.1 | i | -0.54

# | EBV gp42 block | MDM2 E3 inh | Rad51 HR inh | zVAD death inh
1 | -8 | 5 | 2 | 0.5
2 | 10 | -10 | 1 | 0.4
3 | -7 | -15 | -6 | 0.8
4 | -6 | -16 | 16 | -0.1
5 | -12 | -14 | 1 | -0.5
6 | -6 | 22 | -1 | 2.2
7 | 0 | -5 | -5 | 1.1
8 | 24 | -6 | 9 | 1.1
9 | -13 | -8 | 7 | 5.1
10 | -1 | -40 | 2 | 0.2
11 | -8 | -1 | . | 0.8
12 | -2 | -7 | 2 | 3.6

Going on with the list.
# | structure | eIF4E-4G inh | TNF necrop inh | PERK inh | m-calpain inh | Cl transport mod
13 | COc1ccc(C2C(C#N)=C(N)SC(N)=C2C#N)cc1OC | 7 | 1.1 | 0.7 | 17 | 0.52
14 | CC1=NOC(=O)/C1=C\c1ccc(-c2cc(Cl)ccc2Cl)o1 | -12[fluorescence artefact?] | -8.2 | -0.1 | 7 | 0.81
15 | CC(C)(C)c1nnc(NC(=O)c2ccc(Cl)nc2)s1 | 0 | 0.4 | -0.1 | 25 | -2.2
16 | O=C(Nc1ccccc1)c1ncoc1-c1ccc(Cl)cc1 | -2 | 3.4 | 0.2 | -20 | -0.42
17 | CCOc1cc(S(=O)(=O)NC2CCCCCC2)ccc1F | -1 | -3.0 | -0.7 | 0 | -0.83
18 | O=C1c2ccccc2N2C(=O)c3ccccc3[C@H]2N1c1ccccc1 | -9[fluorescence artefact?] | 1.1 | -0.9 | 9 | -1.3
19 | Cc1ccc(OCC(=O)N/N=C/c2cc([N+](=O)[O-])ccc2N2CCCCC2)cc1 | 2 | 1.5 | 1.1 | -12 | -0.39
20 | CCC1CCCCN1C(=O)COC(=O)c1cc(Br)ccc1Cl (configuration not stated) | 7 | 0.3 | 0.8 | 22 | -0.0086
21 | Cc1ccc(SCC(=O)NCc2cccnc2)cc1 | -3 | -1.4 | -0.3 | 21 | 0.71
22 | CCC1=NN2C(=N)/C(=C\c3cccn3-c3ccc(C)c(C)c3)C(=O)N=C2S1 | -4 | 0.2 | -0.3 | -46 | 7*
23 | COc1ccc(NC(=O)CSc2nc(NS(=O)(=O)c3ccccc3)cc(=O)[nH]2)cc1 | 4 | 1.8 | 0.5 | -11 | .
24 | Cc1ccc(S(=O)(=O)Nc2cc(C(=O)NCCN3CCCC3)ccc2N2CCCCC2)cc1 | -4 | -3.7 | -1.2 | -9 | .

# | EBV gp42 block | MDM2 E3 inh | Rad51 HR inh | zVAD death inh
13 | -23 | -29 | -43 | -0.1
14 | 95* | -11 | -11 | -0.7
15 | 3 | -15 | . | -0.3
16 | 0 | -2 | -1 | 1.6
17 | -6 | -17 | 0 | -0.4
18 | 1 | -13 | 9 | -0.7
19 | -13 | -21 | . | 0.3
20 | -21 | -12 | 9 | -0.9
21 | -9 | -17 | -2 | 0.1
22 | -10 | -10 | 6 | 7.8
23 | -11 | -3 | -4 | 2.8
24 | -5 | -15 | -2 | -0.2

Next entries:
# | structure | eIF4E-4G inh | TNF necrop inh | PERK inh | m-calpain inh | Cl transport mod
25 | O=C(Cn1nc(Cc2ccncc2)c2ccccc2c1=O)N1CCc2ccccc2C1 | 4 | -2.9 | -0.6 | -8 | -3.7*
26 | O=C(Cn1ncc2c1-c1ccccc1OC2)N1CCc2ccccc21 | -2 | -1.0 | 0.0 | -33 | -0.46
27 | CCC(CC)C(=O)Nc1cccc(C(=O)NCCc2ccccc2)c1 | -2 | 1.8 | -0.2 | 28 | 0.026
28 | CCOC(=O)Cc1csc(NC(=O)c2ccncc2)n1 | 6 | -4.4 | 0.1 | 4 | 0.48
29 | Cc1cc(NC(=O)c2ccc(Cl)cc2)c(C(C)C)cc1O | -6 | -1.2 | 1.7 | 22 | -2.8
30 | FC(F)(F)c1ccc2c(c1)C1C=CCC1C(c1ccncc1)N2 (configuration not stated) | 2 | 1.4 | 0.3 | -19 | 0.31
31 | CCCCSc1[nH]c(=O)c(C(=O)OCC)cc1C#N | 7 | 0.7 | 0.8 | -42 | 13*
32 | CCOc1ccc2[nH]c(C)c(CN3CCN(C)CC3)c(=O)c2c1 | -1 | -0.7 | -0.1 | 1 | -0.19
33 | O=C1CCC(C(=O)OCc2cc(Cl)ccc2OC(F)F)N1 (configuration not stated) | -5 | -1.9 | 0.7 | 13 | -0.027
34 | CN(C(=O)CSc1nnc(-c2ccc(F)cc2)c2ccccc12)C1CCS(=O)(=O)C1 (configuration not stated) | -3 | -1.7 | -0.3 | 2 | 1.3
35 | C/C(=C/C=N/Nc1nc(N2CCCCC2)nc(N2CCCCC2)n1)c1ccccc1 | 2 | -0.9 | 0.7 | -5 | -0.093
36 | CC(=O)C1C(=O)c2c(cccc2[N+](=O)[O-])C1=Nc1ccccc1C (configuration not stated) | -1 | -1.0 | -0.5 | -32 | 0.92

# | EBV gp42 block | MDM2 E3 inh | Rad51 HR inh | zVAD death inh
25 | -18 | -1 | . | -0.2
26 | 1 | -6 | 2 | -0.3
27 | -12 | -20 | -3 | 5.7
28 | -17 | -11 | -2 | 0.0
29 | -11 | -7 | 0 | 0.1
30 | -7 | -38 | -10 | 0.5
31 | -11 | -16 | -7 | 0.6
32 | -6 | -10 | 3 | -0.4
33 | -10 | -27 | 0 | 0.0
34 | -4 | -11 | -15 | -1.0
35 | -10 | -17 | 0 | -0.2
36 | -11 | -8 | . | 0.6

Two compounds from above, showing only MDM2 E3 inh and Rad51 HR inh:
entry | smiles | MDM2 E3 inh | Rad51 HR inh
32 | CCOc1ccc2[nH]c(C)c(CN3CCN(C)CC3)c(=O)c2c1 | -10 | 3
33 | O=C1CCC(C(=O)OCc2cc(Cl)ccc2OC(F)F)N1 (configuration not stated) | -27 | 0

Back to the main list with the seven entries that preceded the break.
# | structure | eIF4E-4G inh | TNF necrop inh | PERK inh | m-calpain inh | Cl transport mod
30 | FC(F)(F)c1ccc2c(c1)C1C=CCC1C(c1ccncc1)N2 (configuration not stated) | 2 | 1.4 | 0.3 | -19 | 0.31
31 | CCCCSc1[nH]c(=O)c(C(=O)OCC)cc1C#N | 7 | 0.7 | 0.8 | -42 | 13*
32 | CCOc1ccc2[nH]c(C)c(CN3CCN(C)CC3)c(=O)c2c1 | -1 | -0.7 | -0.1 | 1 | -0.19
33 | O=C1CCC(C(=O)OCc2cc(Cl)ccc2OC(F)F)N1 (configuration not stated) | -5 | -1.9 | 0.7 | 13 | -0.027
34 | CN(C(=O)CSc1nnc(-c2ccc(F)cc2)c2ccccc12)C1CCS(=O)(=O)C1 (configuration not stated) | -3 | -1.7 | -0.3 | 2 | 1.3
35 | C/C(=C/C=N/Nc1nc(N2CCCCC2)nc(N2CCCCC2)n1)c1ccccc1 | 2 | -0.9 | 0.7 | -5 | -0.093
36 | CC(=O)C1C(=O)c2c(cccc2[N+](=O)[O-])C1=Nc1ccccc1C (configuration not stated) | -1 | -1.0 | -0.5 | -32 | 0.92
37 | O=C(NCCc1ccccc1)C1CCN(S(=O)(=O)c2ccc(Br)s2)CC1 | 4 | 0.6 | -0.3 | 14 | -1.8
38 | CSC1=NC(NCCCO)c2c(sc3c2CC(C)(C)OC3)N1 (configuration not stated) | -9 | 1.9 | -1.8 | -107 | .
39 | COc1cc(OC)cc(C(=O)NC2CCN(Cc3nnnn3Cc3ccc(F)cc3)CC2)c1 | 3 | 1.0 | 0.1 | 10 | -0.88
40 | Cn1cnnc1SCC(=O)N(Cc1ccc2c(c1)OCO2)C1(C(=O)NC2CCCCC2)CCCC1 | -2 | 0.5 | -0.2 | 0 | 0.78
41 | COc1ccc(N2CCN(C(=O)c3ccc(OCC4CCCO4)cc3)CC2)cc1 (configuration not stated) | 2 | -0.2 | -0.4 | -1 | 0.78
42 | O=C1CCCc2nc(N3CCCCC3)sc21 | 6 | -1.1 | 0.4 | 9 | -0.044
43 | N#Cc1ccc(NC(=O)C2CC(c3ccc(F)cc3)=NO2)cc1 (configuration not stated) | -4 | 1.1 | -0.1 | 15 | 0.45
44 | O=C(Oc1ccc(Br)cc1)c1n[nH]c(=O)c2ccccc12 | -5 | -0.9 | 0.4 | -4 | 0.71
45 | CSCC[C@@H](C(=O)Nc1ccc2c(c1)OCCO2)N1Cc2ccccc2C1=O | 1 | -0.4 | -0.6 | -22 | .
46 | CCOC(=O)c1sc2nc(-c3ccccc3)ccc2c1N | -2[fluorescence artefact?] | 3.7 | 1.2 | -79 | 0.14
47 | Cc1cccc(NC(=S)N(Cc2cccs2)Cc2cc3cc(C)ccc3[nH]c2=O)c1 | -5 | -3.6 | 0.1 | 14 | 0.74
48 | O=C(O)c1cc2nc(-c3ccc(F)cc3)cc(C(F)(F)F)n2n1 | 4[fluorescence artefact?] | -3.5 | 0.9 | -20 | 0.68
49 | Cc1[nH][nH]c(=O)c1C(c1ccc(-c2ccc(C(=O)O)cc2)o1)c1c(C)[nH][nH]c1=O | 0 | -2.3 | 1.3 | 10 | -0.16

# | EBV gp42 block | MDM2 E3 inh | Rad51 HR inh | zVAD death inh
30 | -7 | -38 | -10 | 0.5
31 | -11 | -16 | -7 | 0.6
32 | -6 | -10 | 3 | -0.4
33 | -10 | -27 | 0 | 0.0
34 | -4 | -11 | -15 | -1.0
35 | -10 | -17 | 0 | -0.2
36 | -11 | -8 | . | 0.6
37 | 9 | -1 | . | .
38 | 3 | 20 | 3 | 1.4
39 | -9 | 3 | -7 | -0.7
40 | -13 | -10 | -3 | -0.6
41 | -12 | -13 | -2 | 1.2
42 | -7 | -11 | -7 | -0.7
43 | -2 | -10 | 0 | -0.3
44 | 11 | -4 | -1 | -0.2
45 | -3 | -11 | -2 | -0.4
46 | -18 | -26 | 7 | 1.2
47 | 1 | -10 | . | 0.1
48 | -23 | -10 | -1 | 0.7
49 | -32 | -7 | 4 | 0.0

The order is random. About 3.6% of those tested had a hit in this group.
